Screens: PubChem BioAssay, National Center for Advancing Translational Sciences (NCATS)
GLP1R inv ag: qHTS of GLP-1 Receptor Inverse Agonists (Inhibition Mode) | Glucagon-like peptide 1 receptor (Homo sapiens), P43220 | HEK293 GLP-1R CRE-luciferase, luminescence, 24 h; GLP-1R form is constitutively active | Potency, µM (doses to about 38.3 µM), for the others: at the top dose activity change, negative = inhibition, usual class: inhibitors | 1.6% of 410,000 active | AID 624417, 2012; also: % is scaled to controls: 0 for no effect and ±100 for the full control effect; nearly all actives have a fitted effect of over 55% in size
Target sequence (P43220 whole entry, looked up): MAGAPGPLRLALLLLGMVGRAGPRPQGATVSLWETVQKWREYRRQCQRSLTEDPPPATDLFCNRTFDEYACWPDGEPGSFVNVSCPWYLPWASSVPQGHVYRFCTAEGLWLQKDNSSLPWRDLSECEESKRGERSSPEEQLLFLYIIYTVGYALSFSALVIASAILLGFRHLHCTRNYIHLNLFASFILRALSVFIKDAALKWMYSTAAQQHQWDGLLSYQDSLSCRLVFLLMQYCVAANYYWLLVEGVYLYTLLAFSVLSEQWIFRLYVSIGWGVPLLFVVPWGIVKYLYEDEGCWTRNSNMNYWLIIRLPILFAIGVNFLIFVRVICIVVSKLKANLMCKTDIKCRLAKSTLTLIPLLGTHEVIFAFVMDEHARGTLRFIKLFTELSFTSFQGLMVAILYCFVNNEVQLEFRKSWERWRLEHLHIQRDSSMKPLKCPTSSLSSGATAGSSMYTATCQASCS
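Assay principle: reduced luminescence from a cAMP-responsive reporter in HEK293 cells co-expressing a constitutively active GLP-1R. Conditions: 24 hr compound incubation, 37 deg C, 5% CO2.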
HT1080 IDH1KD tx: qHTS for induction of synthetic lethality in tumor cells producing 2HG: qHTS for the HT-1080-IDH1KD cell line; HT-1080 IDH1 knockdown viability, ATP luminescence, 48 h; Potency, µM (doses to about 46.1 µM), without a hit: top-dose activity, negative = toxicity, most hits filed as cytotoxic; 2% of 360,000 active;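 also: 0% = DMSO wells and -100% = cell-free medium wells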
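IDH1KD HT-1080 cells, 750/well, RPMI + 5% FBS; compound pinned after 2 h settling; 48 h, 37 °C; CellTiter-Glo luminescence; % activity normalised to DMSO and no-cell wells; curves fitted, classed by r2 and efficacy.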
SW480 rerep: A quantitative high throughput screen for small molecules that induce DNA re-replication in SW480 colon adenocarcinoma cells; SW480 DNA re-replication, Hoechst DNA content imaging, 48 h; Potency, µM (top dose mostly 46.1 µM), for the others: at the highest dose re-replication activation, actives largely listed as activators; 1.8% of 340,000 active; also: % of control where 0% means no effect; nearly all actives have a fitted effect of over 55% in size
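Cells (250 per well) received 23 nL compound or DMSO by pin tool and were kept 48 hr at 37 C, 5% CO2. Nuclei were then stained with Hoechst for 40 min and scanned for DNA content.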
TDP43 rescue: qHTS of TDP-43 Inhibitors. TDP-43 expressing yeast growth rescue, BacTiter-Glo, 24 h. 1.8% of 410,000 active. Potency, µM (top dose mostly 46.1 µM), for inactives: at the highest dose growth rescue (activation), actives largely listed as activators; also: % of control where 0% means no effect; nearly all actives have a fitted effect of over 50% in size
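Readout is BacTiter-Glo luminescence of cell growth, so inhibitors register as activators. TDP-43-expressing yeast at OD600=0.02 in galactose medium, after raffinose pregrowth to mid-log, were incubated with compound for 24 hr at 30 deg C.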
KB-3-1 cytotox: qHTS assay for MDR1-selective chemotherapeutics: Primary screen using the parental adenocarcinoma cell KB-3-1. KB-3-1 viability, CellTiter-Glo ATP luminescence, 72 h. Potency, µM (titrated, usually from 46.1 µM), for the others: at the highest dose activity change, negative = cytotoxic, actives largely listed as cytotoxic. 1.4% of 400,000 active; also: % is scaled to controls: 0 for no effect and ±100 for the full control effect; nearly all actives have a fitted effect of over 60% in size
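Parental KB-3-1 adenocarcinoma cells in phenol-red-free DMEM with 10% FBS were pin-treated with compounds at several concentrations, incubated 72 h at 37 °C, and viability read by CellTiter-Glo luminescence; concentration-effect curves were fitted after normalization.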
HEK293 tox: qHTS of GLP-1 Receptor Inverse Agonists: Cytotox Screen | AID 624418, 2012 | HEK293 cAMP-luciferase reporter cells, luminescence, 24 h | Potency, µM (titrated, usually from 38.3 µM), without a hit: at the highest dose activity change, negative = inhibition, hits mostly inhibitors | 0.13% of 410,000 active;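 also: loss of luciferase light is scored as toxicity; % is scaled to controls: 0 for no effect and ±100 for the full control effect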
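To flag toxic compounds, the library was rerun on cells for 24 hr at 37 deg C and 5% CO2. Viability-linked luminescence was captured 12 min after adding luciferase detection reagent.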
GLP1R ag: qHTS of GLP-1 Receptor Agonists. Glucagon-like peptide 1 receptor (Homo sapiens), P43220. AID 624172, 2012. HEK293 GLP-1R CRE-luciferase, luminescence, 4-6 h; cells express a hypersensitive GLP-1R form. Potency, µM (top dose mostly 45.6 µM), inactives show at the top dose activation, actives largely listed as activators. 0.007% of 380,000 active; also: % of control where 0% means no effect
KB-V1 cytotox: qHTS assay for MDR1-selective chemotherapeutics: Primary screen using the drug-selected MDR subline cells KB-V1; KB-V1 MDR cells viability, CellTiter-Glo, 72 h; Potency, µM (series often up to 46.1 µM), for the others: at the highest dose activity change, negative = cytotoxicity, hits mostly cytotoxic; 3.4% of 400,000 active; AID 1347076, 2019; also: % is scaled to controls: 0 for no effect and ±100 for the full control effect; nearly all actives have a fitted effect of over 60% in size
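Readout: CellTiter-Glo luminescence, 10 min after addition. Cells: KB-V1 MDR subline, 72 h at 37 degrees C with compound. Analysis: corrected, normalized data fitted to concentration-effect curves.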
HT1080NT lethal: qHTS for induction of synthetic lethality in tumor cells producing 2HG: qHTS for the HT-1080-NT fibrosarcoma cell line | HT-1080-NT fibrosarcoma viability, CellTiter-Glo ATP luminescence, 48 h | Potency, µM (titrated, usually from 46.1 µM), inactives show at the highest dose activity, negative = less viability, actives largely listed as cytotoxic | 1.6% of 360,000 active;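 also: NT is the 2HG producing partner of a matched IDH1 knockdown line; 0% = DMSO-treated cells and -100% = media-only wells without cells; nearly all actives have a fitted effect of over 55% in size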
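HT-1080-NT fibrosarcoma cells (2HG-overproducing), 750 cells/well in RPMI with 5% FBS, dosed after 2 h and incubated 48 h at 37C. CellTiter-Glo luminescence normalized to DMSO and no-cell wells; concentration-response curves fitted and classed.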
* = called active by the depositor. Calls follow the shape of the dose curve; as a rule, active = well fitted curve in the direction sought with a large enough effect; inconclusive = small, poorly fitted or top-dose-only effect, or another doubt; inactive = no such curve, though single readings can be large; an effect the other way counts as inactive or inconclusive. Potency is read from the fitted curve at half-maximal effect.

The first two entries as a preview:
For CCOC(=O)C1C(=O)C(=O)N(C(C)C)C1C(=O)OCC (centres undefined) the results were GLP1R inv ag 11.9%, HT1080 IDH1KD tx 8.1%, SW480 rerep -15.2%, TDP43 rescue -10.7%, KB-3-1 cytotox -11.9%, HEK293 tox -4.3%, GLP1R ag -0.1%, KB-V1 cytotox 2.0% and HT1080NT lethal 7.4%.
O=C(CSc1nc2ccccc2c(=O)n1CCCO)NCc1ccccc1 was read as GLP1R inv ag 0.2%, HT1080 IDH1KD tx 2.0%, SW480 rerep -5.5%, TDP43 rescue -20.6%, KB-3-1 cytotox -8.6%, HEK293 tox -14.9%, GLP1R ag -2.5%, KB-V1 cytotox -24.9% and HT1080NT lethal 6.1%.

The list itself, previewed entries included:
For CCOC(=O)C1C(=O)C(=O)N(C(C)C)C1C(=O)OCC (centres undefined) the results were GLP1R inv ag 11.9%, HT1080 IDH1KD tx 8.1%, SW480 rerep -15.2%, TDP43 rescue -10.7%, KB-3-1 cytotox -11.9%, HEK293 tox -4.3%, GLP1R ag -0.1%, KB-V1 cytotox 2.0% and HT1080NT lethal 7.4%.
O=C(CSc1nc2ccccc2c(=O)n1CCCO)NCc1ccccc1 was read as GLP1R inv ag 0.2%, HT1080 IDH1KD tx 2.0%, SW480 rerep -5.5%, TDP43 rescue -20.6%, KB-3-1 cytotox -8.6%, HEK293 tox -14.9%, GLP1R ag -2.5%, KB-V1 cytotox -24.9% and HT1080NT lethal 6.1%.
COc1ccc2c(c1)c(CC(=O)NCc1cc([N+](=O)[O-])ccc1O)c(C)n2C(=O)c1ccc(Cl)cc1 was read as GLP1R inv ag inconclusive, HT1080 IDH1KD tx -27.2%, SW480 rerep -2.3%, TDP43 rescue 22.2%, KB-3-1 cytotox inconclusive, HEK293 tox inconclusive, GLP1R ag -6.6%, KB-V1 cytotox inconclusive and HT1080NT lethal inconclusive.
`Cc1ccc(S(=O)(=O)N(CCC(=O)NCC(c2ccccc2)N(C)C)c2ccccc2)cc1` (centres undefined) gave GLP1R inv ag inconclusive, HT1080 IDH1KD tx 12.9%, SW480 rerep -0.4%, TDP43 rescue 22.5%, KB-3-1 cytotox 24.4%, HEK293 tox -17.2%, GLP1R ag -10.0%, KB-V1 cytotox 10.3µM* and HT1080NT lethal -9.7%.
O=C(COC(=O)c1ccc(S(=O)(=O)N2CCOCC2)cc1)Nc1nc(-c2ccccc2)cs1 was read as GLP1R inv ag 14.6%, HT1080 IDH1KD tx 6.3%, SW480 rerep -3.2%, TDP43 rescue 9.3%, KB-3-1 cytotox 4.0%, HEK293 tox 3.3%, GLP1R ag -14.5%, KB-V1 cytotox inconclusive and HT1080NT lethal 5.3%.
Screening COc1ccc(NC(=O)N(C)C[C@H]2Oc3c(NC(=O)NC4CCCCC4)cccc3C(=O)N([C@H](C)CO)C[C@@H]2C)cc1 returned GLP1R inv ag 5.9%, HT1080 IDH1KD tx 2.6%, SW480 rerep 1.1%, TDP43 rescue 14.0%, KB-3-1 cytotox 0.0%, HEK293 tox -12.5%, GLP1R ag -0.4%, KB-V1 cytotox 0.0% and HT1080NT lethal -1.3%.
Cc1ccc(CN2[C@@H](CC3CCCCC3)COCCS2(=O)=O)cc1 was read as GLP1R inv ag inconclusive, HT1080 IDH1KD tx 6.6%, SW480 rerep 24.3%, TDP43 rescue 26.5%, KB-3-1 cytotox inconclusive, HEK293 tox 0.2%, GLP1R ag 11.1%, KB-V1 cytotox inconclusive and HT1080NT lethal 18.6%.
NC(=O)C1(N2CCCCC2)CCN(CC(=O)Nc2ccccc2Sc2ccccc2)CC1 was read as GLP1R inv ag inconclusive, HT1080 IDH1KD tx 0.0%, SW480 rerep -0.2%, TDP43 rescue -4.5%, KB-3-1 cytotox 0.2%, HEK293 tox -23.9%, GLP1R ag 5.0%, KB-V1 cytotox inconclusive and HT1080NT lethal -28.4%.
CCC1(C)Cc2ccccc2-c2nc(SCC(N)=O)[nH]c(=O)c21 (centres undefined) was read as GLP1R inv ag 12.7%, HT1080 IDH1KD tx -16.7%, SW480 rerep 51.1%, TDP43 rescue inconclusive, KB-3-1 cytotox 16.8%, HEK293 tox 3.5%, GLP1R ag -1.8%, KB-V1 cytotox 0.4% and HT1080NT lethal -6.7%.
`COc1ccc(C(=O)NNC2=NCCCCC2)cc1` gave GLP1R inv ag 13.6%, HT1080 IDH1KD tx 14.5%, SW480 rerep 2.7%, TDP43 rescue -3.3%, KB-3-1 cytotox 18.6%, HEK293 tox -8.2%, GLP1R ag -0.8%, KB-V1 cytotox 2.2% and HT1080NT lethal 5.0%.
Screening O=C(NCc1ccccn1)Nc1ccc(F)c(Cl)c1 returned GLP1R inv ag -15.5%, HT1080 IDH1KD tx 2.6%, SW480 rerep 2.3%, TDP43 rescue -1.2%, KB-3-1 cytotox 14.4%, HEK293 tox -8.6%, GLP1R ag -1.2%, KB-V1 cytotox 7.0% and HT1080NT lethal 0.2%.
For COc1ccc(/C=C/C(=O)Nc2nc(C)c(C(=O)N(C)C)s2)cc1OC the results were GLP1R inv ag 2.6%, HT1080 IDH1KD tx 9.4%, SW480 rerep -4.9%, TDP43 rescue -1.0%, KB-3-1 cytotox 7.7%, HEK293 tox -6.2%, GLP1R ag 0.9%, KB-V1 cytotox 8.2% and HT1080NT lethal -0.3%.
For CCCC(=O)Nc1ccc(NC(=O)c2ccco2)c(OC)c1 the results were GLP1R inv ag 0.6%, HT1080 IDH1KD tx 7.3%, SW480 rerep -6.4%, TDP43 rescue 0.6%, KB-3-1 cytotox -6.6%, HEK293 tox -10.3%, GLP1R ag -1.4%, KB-V1 cytotox -0.4% and HT1080NT lethal 0.9%.
O=C(Nc1ccc(F)cc1)C1CCN(C(=O)c2ccc(F)cc2)CC1 was read as GLP1R inv ag -17.2%, HT1080 IDH1KD tx -1.6%, SW480 rerep -6.3%, TDP43 rescue -6.4%, KB-3-1 cytotox 2.4%, HEK293 tox -6.0%, GLP1R ag -3.7%, KB-V1 cytotox 0.0% and HT1080NT lethal -3.3%.
`CCN(CC)C(=O)Cn1cc(SCC(=O)NC)c2ccccc21` gave GLP1R inv ag 22.1%, HT1080 IDH1KD tx inconclusive, SW480 rerep -0.9%, TDP43 rescue -18.2%, KB-3-1 cytotox 8.4%, HEK293 tox 7.5%, GLP1R ag 1.3%, KB-V1 cytotox -1.0% and HT1080NT lethal 19.0%.
For Cc1cn(C)c(CC(=O)N2CCN(c3ccc(F)cc3)CC2)c1C(=O)O the results were GLP1R inv ag 3.5%, TDP43 rescue 4.1%, KB-3-1 cytotox -3.7%, HEK293 tox -0.9% and KB-V1 cytotox 11.2%.
CC1CCN(S(=O)(=O)CCNC(=O)c2ccccc2)CC1 was read as GLP1R inv ag 15.7%, HT1080 IDH1KD tx 15.2%, SW480 rerep -3.6%, TDP43 rescue 7.7%, KB-3-1 cytotox 0.5%, HEK293 tox -3.4%, GLP1R ag -1.4%, KB-V1 cytotox 13µM* and HT1080NT lethal 15.3%.
COc1ccc(NC(=O)c2ccncc2)cc1S(=O)(=O)N1CCCCC1 was read as GLP1R inv ag 4.4%, HT1080 IDH1KD tx -0.8%, TDP43 rescue -6.8%, KB-3-1 cytotox inconclusive, HEK293 tox 6.6%, GLP1R ag -1.7%, KB-V1 cytotox inconclusive and HT1080NT lethal 1.0%.
`CCOc1ccc(NC(=O)CN(C)C(=O)c2sc3ccccc3c2Cl)cc1OCC` gave GLP1R inv ag inconclusive, HT1080 IDH1KD tx 1.6%, SW480 rerep -0.7%, TDP43 rescue -9.1%, KB-3-1 cytotox -4.7%, HEK293 tox -2.0%, GLP1R ag 3.0%, KB-V1 cytotox 2.5% and HT1080NT lethal 1.9%.
For O=C(Nc1ccn(Cc2c(F)c(F)cc(F)c2F)n1)c1cccc(Cn2cc([N+](=O)[O-])cn2)c1 the results were GLP1R inv ag -7.6%, HT1080 IDH1KD tx inconclusive, SW480 rerep -1.5%, TDP43 rescue -12.5%, KB-3-1 cytotox 10.7%, HEK293 tox 6.2%, GLP1R ag 9.8%, KB-V1 cytotox 0.0% and HT1080NT lethal -21.4%.
O=C(Nc1ccc2c(c1)OCO2)c1ccc(S(=O)(=O)N2CCCC2)cc1 was read as GLP1R inv ag -22.1%, HT1080 IDH1KD tx -1.5%, SW480 rerep -2.5%, TDP43 rescue 16.9%, KB-3-1 cytotox 16.3%, HEK293 tox 10.3%, GLP1R ag 5.3%, KB-V1 cytotox -24.5% and HT1080NT lethal 12.3%.
Screening O=C(O)c1cc(-c2ccccc2Cl)n(-c2ccc(F)cc2)n1 returned GLP1R inv ag -1.8%, HT1080 IDH1KD tx 8.0%, SW480 rerep inconclusive, TDP43 rescue 7.5%, KB-3-1 cytotox 0.3%, HEK293 tox -2.9%, GLP1R ag -3.0%, KB-V1 cytotox -3.8% and HT1080NT lethal -1.6%.
COc1cccc(N(CC(=O)Nc2cccc(N(C)S(C)(=O)=O)c2)S(C)(=O)=O)c1 was read as GLP1R inv ag -17.8%, HT1080 IDH1KD tx -22.0%, SW480 rerep 1.6%, TDP43 rescue -16.8%, KB-3-1 cytotox -16.2%, HEK293 tox -6.6%, GLP1R ag -6.6%, KB-V1 cytotox 1.5% and HT1080NT lethal -10.4%.
`O=C(CCCC(=O)OCC(Cl)=C(Cl)Cl)Nc1ccccc1` gave GLP1R inv ag -7.2%, HT1080 IDH1KD tx 1.0%, SW480 rerep 0.4%, TDP43 rescue 13.9%, KB-3-1 cytotox 0.0%, HEK293 tox 7.3%, GLP1R ag -0.3%, KB-V1 cytotox -7.3% and HT1080NT lethal -6.2%.
